Source: PubChem BioAssay (IUPUI and University of Michigan)
ST2 inh = blocks human ST2 binding to IL-33; inhibition, % for hits at 17 µM; AlphaLISA ST2-Fc/biotin-IL-33 interaction, 1 h; 2.3% of 78,000 active; in the data active = inhibition above about 30%; inconclusive = mostly about 10% to 28%
Target sequence (Q01638 whole entry, looked up): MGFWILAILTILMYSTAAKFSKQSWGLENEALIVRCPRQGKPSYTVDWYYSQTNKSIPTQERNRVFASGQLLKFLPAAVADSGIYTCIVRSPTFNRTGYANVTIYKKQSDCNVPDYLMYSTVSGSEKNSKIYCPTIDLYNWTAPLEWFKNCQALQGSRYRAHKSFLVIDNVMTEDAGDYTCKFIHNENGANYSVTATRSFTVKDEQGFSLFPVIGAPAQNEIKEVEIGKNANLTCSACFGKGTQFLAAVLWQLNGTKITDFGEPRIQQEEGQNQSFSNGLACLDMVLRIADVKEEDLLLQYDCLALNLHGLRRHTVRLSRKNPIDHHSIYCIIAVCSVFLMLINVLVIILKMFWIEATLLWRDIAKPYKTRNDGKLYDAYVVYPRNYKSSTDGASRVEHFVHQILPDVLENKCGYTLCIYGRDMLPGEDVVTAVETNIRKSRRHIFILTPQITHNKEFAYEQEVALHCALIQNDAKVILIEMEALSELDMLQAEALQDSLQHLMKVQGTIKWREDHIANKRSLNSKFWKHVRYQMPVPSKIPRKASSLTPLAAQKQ
The depositor's hits bear a star; i = inactive; ? = inconclusive.

SMILES	ST2 inh
CCNC(=O)c1c(NC(=O)c2ccccc2Br)sc2c1CCCC2	?
CC(C(=O)N1CCCc2c1c(=O)oc1ccc(O)cc21)N1CCN(c2cccc(Cl)c2)CC1 (centres undefined)	i
O=C(O)c1ccc(S(=O)(=O)N2CCCC2)cc1	35.0%*
O=C1Nc2ccccc2C(O)(C(=O)NCc2ccc3c(c2)OCO3)N1c1c(F)cccc1F (centres undefined)	i
N#Cc1c(-c2ccc(Cl)cc2)cc(-c2cccs2)nc1SCC(N)=O	i
Cc1ccnc(Nc2nc(-c3ccc(O)c(O)c3)cs2)c1	44.0%*
CCNc1ncc(C(=O)N2CCC(Cc3nn(C)c(=O)n3CC)CC2)cn1	i
CC(=O)Nc1ccccc1NC(=O)COc1ccc(Br)cc1C	i
Cc1ccc(NC(=O)c2noc3c2CCC3)cc1	i
CC(C)C(NS(=O)(=O)c1cccs1)C(=O)Nc1cccc(F)c1 (centres undefined)	i
Cc1c(Cl)cccc1NC(=O)c1ccco1	i
Cc1ccc(S(=O)(=O)N=C(N)c2ccc(Cl)cc2)cc1	i
COc1ccc(Cn2c(Oc3cccc(C)c3)nc3c2c(=O)n(C)c(=O)n3C)cc1	?
CCOc1ccccc1NC(=O)c1ccc(Br)o1	?
Cc1ccc(C(=O)NCC2(CO)CCOCC2)cc1NC(=O)C1CCCC1	i
COc1cccc(CN2CCN(Cc3cccc(OC)c3OC)CC2)c1	i
CCC(=O)N1CCc2cc(Br)cc(S(=O)(=O)Nc3cccc(SC)c3)c21	?
O=C(CN1CCN(Cc2ccccc2F)C1=O)NCCCN1CCOCC1	i
Cn1cc(Cl)c(CN2CCCC(Cn3cc(CCO)nn3)C2)n1 (centres undefined)	i
CN1CCNC(=O)C12CCN(Cc1ccccc1OCc1ccccc1)CC2	?
O=C(COc1ccccc1Br)Nc1ncn[nH]1	i
COc1ccc(-c2noc([C@@H]3C[C@@H](O)CN3Cc3ccc(OC)c(OC)c3OC)n2)cc1	i
COCCOC(=O)c1c(C)oc2ccc(OCc3ccccc3)cc12	i
Cc1ccc(C(=O)Nc2ccc(F)c(Cl)c2)o1	i

20 structures from above, sorted by formula weight, rising:
SMILES	ST2 inh
Cc1c(Cl)cccc1NC(=O)c1ccco1	i
Cc1ccc(C(=O)Nc2ccc(F)c(Cl)c2)o1	i
O=C(O)c1ccc(S(=O)(=O)N2CCCC2)cc1	35.0%*
O=C(COc1ccccc1Br)Nc1ncn[nH]1	i
Cc1ccnc(Nc2nc(-c3ccc(O)c(O)c3)cs2)c1	44.0%*
Cc1ccc(S(=O)(=O)N=C(N)c2ccc(Cl)cc2)cc1	i
CCOc1ccccc1NC(=O)c1ccc(Br)o1	?
COCCOC(=O)c1c(C)oc2ccc(OCc3ccccc3)cc12	i
CC(C)C(NS(=O)(=O)c1cccs1)C(=O)Nc1cccc(F)c1 (centres undefined)	i
CCNc1ncc(C(=O)N2CCC(Cc3nn(C)c(=O)n3CC)CC2)cn1	i
Cc1ccc(C(=O)NCC2(CO)CCOCC2)cc1NC(=O)C1CCCC1	i
CC(=O)Nc1ccccc1NC(=O)COc1ccc(Br)cc1C	i
O=C(CN1CCN(Cc2ccccc2F)C1=O)NCCCN1CCOCC1	i
CN1CCNC(=O)C12CCN(Cc1ccccc1OCc1ccccc1)CC2	?
N#Cc1c(-c2ccc(Cl)cc2)cc(-c2cccs2)nc1SCC(N)=O	i
COc1ccc(Cn2c(Oc3cccc(C)c3)nc3c2c(=O)n(C)c(=O)n3C)cc1	?
COc1ccc(-c2noc([C@@H]3C[C@@H](O)CN3Cc3ccc(OC)c(OC)c3OC)n2)cc1	i
O=C1Nc2ccccc2C(O)(C(=O)NCc2ccc3c(c2)OCO3)N1c1c(F)cccc1F (centres undefined)	i
CCC(=O)N1CCc2cc(Br)cc(S(=O)(=O)Nc3cccc(SC)c3)c21	?
CC(C(=O)N1CCCc2c1c(=O)oc1ccc(O)cc21)N1CCN(c2cccc(Cl)c2)CC1 (centres undefined)	i

Continuation:
SMILES	ST2 inh
CCOC(=O)C1(CCc2ccccc2)CCCN(C(=O)CCN2CCCCO2)C1 (centres undefined)	i
CCc1nc([C@H]2CN(C)C[C@@H]2C(=O)N2CCOc3ccccc3C2)c(C)[nH]1	i
CC1CC(=O)C2=C(C1)OC(N)=C(C#N)C2c1ccc(Cl)cc1Cl (centres undefined)	i
O=S(=O)(c1ccccc1)c1nc(-c2ccc(F)cc2)oc1NCc1ccccc1	i
CCC1=C(c2ccc(OC)cc2)S(=O)(=O)N(CC(=O)NCc2cccc(Cl)c2)C1=O	i
O=C(NCCc1ccccc1)c1ccc(Cl)cc1	i
CC(C)Oc1cccc(C(=O)Nc2ccc(N3CCCC3)cc2)c1	i
CC1=C(C)CS(=Nc2cccc([N+](=O)[O-])c2)N(S(=O)(=O)c2ccccc2)C1 (centres undefined)	?
O=C1NC(=O)/C(=C\c2cc(Cl)c(OCc3ccc(F)cc3)c(Cl)c2)N1	i
CN(C)c1ncn(Cc2c(Cl)cccc2Cl)c2ncnc1-2	i
CC1CCN(c2nc3c(c(=O)n(Cc4ccc(F)cc4)c(=O)n3C)n2C)CC1	i
CN1CCc2oc3ccc(N)cc3c2C1	i
CC(C)NC(=O)C1CC1(c1ccccc1)c1ccccc1 (centres undefined)	i
O=C(CCC(=O)NC1CCCC1)NC1CCCC1	i
COc1ccc(N2C(=O)CC(NCCc3ccc(O)c(O)c3)C2=O)cc1 (centres undefined)	i
Cc1ccc2[nH]cc(-c3ccc(-c4nn[nH]n4)cc3)c2c1	i
O=C(NCCSc1c[nH]c2ccccc12)C1CCCCC1	i
COc1cc2c(cc1OC)C(C(=O)N1CCN(C)CC1)C(c1cccs1)N(C)C2=O (centres undefined)	i
O=C(NCCN1CCOCC1)c1cc(-c2ccncc2)nc2ccccc12	?
CCC(C)n1c(=N)c(C#N)cc2c(=O)n3cccc(C)c3nc21 (centres undefined)	i
COc1ccc2c(-c3c(-c4ccccc4)ncn3CCO)cn(C)c2c1	i
Cn1c(=NC(=O)c2ccc(S(=O)(=O)N3CCCC3)cc2)sc2ccccc21	i
O=C1CCCN1Cc1cc(Cl)c2cccnc2c1O	i
CN(Cc1nc(-c2cccnc2)no1)C(=O)c1nc2ccccc2s1	?
CCOC(=O)c1c(NC(=O)c2cc(=O)c3ccccc3o2)sc2c1CCC(C)C2 (centres undefined)	i
CC(C)N(C(=O)CSc1nc2c([nH]1)c(=O)n(C)c(=O)n2C)c1ccccc1	i
COc1ccc(Cl)cc1N1C(=O)C2CCCN2C1c1cccc(OC)c1OC (centres undefined)	?
COc1ccccc1NC(=O)N1C[C@@H]2OCC(=O)N(Cc3ccccn3)[C@@H]2C1	i
C/C(Cl)=C\CN1C(=O)C(=O)c2cccc(C)c21	54.0%*
C=CCN(CC#Cc1ccccc1)C(=O)CNC	i
Cc1nnc(SCC(=O)Nc2ccc(F)c(Cl)c2)s1	i
CCOC=NC1=C(C#N)C(c2ccc(Cl)cc2)C2=C(CC(C)(C)CC2=O)O1 (centres undefined)	79.0%*
CC(C)c1ccc(C(=O)N(Cc2ccco2)C(C)C(C)C)c(=O)n1C (centres undefined)	i
O=C1CC(Sc2ccccc2)C(=O)N1c1ccccc1 (centres undefined)	i
COc1ccc(N(CC(=O)Nc2ccc(Br)c(C)c2)S(C)(=O)=O)c(OC)c1	i
CCn1ccc2ccc(CN3CC(c4ccncc4)C3)cc21	?
Nc1nc2n(n1)C(c1cccs1)CC(c1ccc(Br)cc1)N2 (centres undefined)	i
O=C(CCS(=O)(=O)c1ccc(Br)s1)Nc1ccccc1Br	i
CNC(=O)c1cccc(-c2cc(NCc3cccnc3)nc3[nH]ccc23)c1	i
COc1c(Br)cc(/C=C2/SC(=O)NC2=O)cc1Br	?
COc1ccc(NC(=O)CN2N=NC3C(=O)N(c4ccc(Cl)cc4)C(=O)C32)cc1 (centres undefined)	i
COc1cc([N+](=O)[O-])ccc1NC(=O)COc1cc(C)ccc1C	i
COc1ccc(CNC(=O)CCC2N=C3c4ccccc4N=C(SCC(N)=O)N3C2=O)cc1 (centres undefined)	?
O=C(NC1CC1)c1cc2n(n1)CCN(C(=O)CSc1ccccn1)C2	i
CC(C)c1ccc(C(=O)Nc2ccccc2C(N)=O)cc1	i
CC(=O)c1ccc(N2CCN(S(=O)(=O)c3ccc4c(c3)CCN4C(=O)C3CC3)CC2)cc1	i
Cn1nccc1C(=O)NCCNC(=O)c1ccnn1C	i
COc1ccc2c(c1)OC(C)CN(CC(=O)NC(c1ccncc1)c1ccc(F)cc1)C2 (centres undefined)	i

Continued; the last 2 above are carried over.
SMILES	ST2 inh
Cn1nccc1C(=O)NCCNC(=O)c1ccnn1C	i
COc1ccc2c(c1)OC(C)CN(CC(=O)NC(c1ccncc1)c1ccc(F)cc1)C2 (centres undefined)	i
CC(=O)c1ccc(NC(=O)c2cc(S(=O)(=O)N3CCOCC3)ccc2Cl)cc1	i
COc1ccccc1/C=C1\C(=O)NN(c2ccccc2)C1=O	?
OCc1ccc(CN(Cc2ccncc2)Cc2ccc(F)cc2)o1	i
O=C(CCS(=O)(=O)c1cc(Br)cc2c1N(C(=O)C1CC1)CC2)N1CCCC1	i
COCCN1CC(C(=O)NCCc2nc(-c3ccccc3)cs2)CCC1=O (centres undefined)	i
CCOC(=O)N1CCC(NCc2cc3ccc(Cl)cc3n(CCOc3ccccc3)c2=O)CC1	?
O=C(Cc1ccccc1)ON=C1C=CC(=NOC(=O)c2ccccc2)C=C1	i
Cc1noc(C)c1CCC(=O)NC1CC(=O)N(C2CCCCCC2)C1 (centres undefined)	?
Cc1noc(C)c1C1CCCN1C(=O)c1coc2c1C(=O)CCC2 (centres undefined)	i
Cc1ccc(-c2csc(NC(=O)c3cc(=O)c4ccccc4o3)n2)cc1	i
c1c2c(cc3sc(N4CCCC4)nc13)OCO2	i
Cc1ccc(O)c(C2Nc3ccccc3NC3=C2C(=O)CC(C)(C)C3)c1 (centres undefined)	i
OCCNc1ncnc2ccc(-c3cccc4c3CCNC4)cc12	i
CCc1ccc(CN2CCC3(CCC(=O)N(C)CC3)CC2)nc1	i
CN1CC2(CCCN(C(=O)c3cnc4cccnn34)C2)OC1=O (centres undefined)	i
Cc1nc(SCCNC(=O)c2nc[nH]c2C)n[nH]1	i
CCC1=C(c2ccc(OC)cc2)S(=O)(=O)N(CC(=O)NCCCc2ccccc2)C1=O	i
C=CCSC(C)C(=O)N1CCN(C)C2(CCN(C)CC2)C1 (centres undefined)	i
CC(=O)c1ccc(NC(=O)CCCn2nc(C)c([N+](=O)[O-])c2C)cc1	i
CCOC1CCCCC1NS(=O)(=O)c1ccc(Cl)cc1 (centres undefined)	i
CC(=O)O[C@@H]1CC(C)=C2[C@H]1[C@H](C)CC[C@H]2/C=C(\C)C(=O)O	i
Cc1ccc(OCC(O)Cn2c(C)nc3ccccc32)cc1 (centres undefined)	i
Fc1ccc(CSc2nc3ccccc3[nH]2)cc1	i
O[C@@H]1CN(c2ncnc3nc[nH]c23)CC[C@H]1N1CCN(c2ccccc2F)CC1	i
O=C1C2=C(Nc3ccccc3SC2c2ccccc2[N+](=O)[O-])c2ccccc21 (centres undefined)	?
Cn1c(SCCOc2ccccc2F)nc2ccccc21	i
CCc1nc(C)c(C(=O)NCCOc2cccc3cccnc23)o1	i
c1cc(C2CN(Cc3cc(C4CCCCC4)no3)C2)ccn1	i
Cc1ccc(CN2Cc3[nH]cnc3C[C@H]2C(=O)NCc2ccccc2)cc1	i
O=S(=O)(Cc1ccccc1)N1CCN(c2cc(-c3ccc(F)cc3)ncn2)CC1	i
C=CCSc1nc(C)c2cc(C)cc(C)c2n1	i
CCOC(=O)CNc1c(-c2ccc(Cl)cc2)nc2cnccn12	i
Cc1nnsc1CN1CCCN(CC2CC2)C(C(C)C)C1 (centres undefined)	i
O=C1Nc2cc(C(=O)N3CCCC3)ccc2N2CCCCC12 (centres undefined)	i
COc1ccc(NC(=O)c2c(NC(=O)c3ccncc3)sc3c2CCC(C(C)(C)C)C3)cc1 (centres undefined)	i
O=C(Nc1ccc(Cl)cn1)c1ccccc1-c1ccccc1	i
O=C(CCCc1ccccc1)NCc1ccc(F)cc1	i
Cc1c(Cl)c([N+](=O)[O-])nn1CCCC(=O)Nc1cc(Cl)ccc1Cl	i
CC(c1ccncc1)N(C)C(=O)Cc1ccc(O)c(Cl)c1 (centres undefined)	i
CSCCC1CC(=O)Nc2n[nH]c(C3CCC3)c21 (centres undefined)	i
O=C(CCN1CCC(N2CCCC2=O)CC1)N1CCCc2ccccc21	?
Cc1c(C(=O)N2CCN(C)C3(CCN(C)CC3)C2)nnn1Cc1ccccc1	?
O=c1c(Oc2ccc(Cl)cc2)coc2cc(O)ccc12	i
CCSc1nc(CC(=O)NC2CCCc3ccccc32)cs1 (centres undefined)	i
Fc1ccc2nc(N3CCCCC3)sc2c1	i
O=C1C2C3C=CC(C3)C2C(=O)N1c1cc(F)ccc1F (centres undefined)	i
CC1CCCN(c2nc3c(c(=O)n(C)c(=O)n3C)n2CCSc2ncccn2)C1 (centres undefined)	?
COc1ccc(CCN2C(=O)CC(Cc3cc(C)cc(C)c3)C2=O)cc1OC (centres undefined)	i
Cc1cc(C(=O)N2CCOC(C(F)(F)F)C2)c2c(=O)[nH]c(=O)n(C)c2n1 (centres undefined)	i
Cc1cc(C)c2ccc(CO)nc2c1O	i
COc1cc(OC)c(C2Nc3ccccc3-c3nnc(SC)nc3O2)c(OC)c1 (centres undefined)	i
O=C1C[C@@H]2CCN(C(=O)NC3CCCCC3)C[C@@H]2CCN1CCN1CCNC1=O	i
CCSc1nc2c(c(=O)[nH]1)C(c1ccc(Cl)cc1)C1=C(CCCC1=O)N2 (centres undefined)	i
CCc1ccc(C2CC(c3cccc(C)c3)n3ncnc3N2)cc1 (centres undefined)	i
O=C(NCc1ccc2c(c1)OCO2)c1cc(-c2cccs2)nc2ccccc12	i
Cc1ccc(CN2CCCN(S(=O)(=O)c3ccc(Br)s3)CC2)cc1	35.0%*
CCOC(=O)c1c(NC(=O)c2cc(OC)c(OC)c(OC)c2)sc2c1CCCCC2	i
CCCN1CCN(CCCNC(=O)c2cccn2-c2nnc(N3CCCCC3)s2)CC1	i
CCOC(=O)c1c(-c2ccccc2)oc2ccc(OC)cc12	i
CCOc1ccc(-c2cn(-c3ccc(C)c(F)c3)c(=O)[nH]2)cc1	?
O=C(COc1ccc(Cl)cc1)NC(Cc1c[nH]c2ccccc12)C(=O)O (centres undefined)	i
Cc1cc(C=O)c(C)n1-c1ccc(F)c(Cl)c1	?
CSc1cccc(NC(=O)c2nnn(Cc3cccc(F)c3)c2N)c1	i

An excerpt; count on the stated rates, not on these rows.
